CR mimetic SO – caloric restriction mimetics inhibiting age-related superoxide in yeast; AID 2690; S. cerevisiae aged cells, superoxide DHE fluorescence; stronger effect = lower value; 330,000 tested, 0.18% active; superoxide response (% of plate mean), % at 10 µM;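 active = superoxide response under a set limit, about three screen SD below normal, cut at about 65% in these data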;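 note: yeast aged for seven days with compound at 30 °C before DHE staining; 100% = average MFI of all compound-treated wells on the plate with controls excluded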
procasp3 activ – activators of human procaspase-3. activation, % at 8.5 µM. P42574. recombinant procaspase-3 D3A, Ac-DEVD-pNA absorbance 405 nm. 330,000 tested, 0.11% active. AID 463141;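 active = activation above the mean of all tested compounds plus 3 SD, cut at about 21% in these data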;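 note: 0% = DMSO alone and 100% = DMSO wells spiked with extra 5 µM PC-3 D3A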
Target sequence (P42574 whole entry D9A/D28A/D175A): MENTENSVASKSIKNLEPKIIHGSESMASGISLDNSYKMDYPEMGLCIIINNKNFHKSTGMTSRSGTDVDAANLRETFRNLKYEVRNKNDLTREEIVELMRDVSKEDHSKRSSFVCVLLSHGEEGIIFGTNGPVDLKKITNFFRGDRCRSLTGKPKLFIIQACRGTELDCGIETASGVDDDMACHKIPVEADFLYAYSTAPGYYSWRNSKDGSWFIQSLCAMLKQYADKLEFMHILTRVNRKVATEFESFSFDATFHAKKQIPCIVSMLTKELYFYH
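System: Procaspase-3 D3A mutant. Medium: Zinc-free 300 mM NaCl, 50 mM HEPES, 0.01% Triton X-100. Schedule: 1 h preincubation plus 2 h reaction at 25 °C. Measured by: 405 nm absorbance of p-nitroaniline, reads at 0 and 120 min. Read-out: percent activation relative to control range.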
RPL19A TOR yeast – yeast TOR pathway RPL19A-GFP modulation; percent response vs DMSO, % at 10 µM; S. cerevisiae RPL19A-GFP strain, flow cytometry, 3 h; stronger effect = lower value; AID 2025; 330,000 tested, 0.3% active;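 active = percent response vs DMSO below 50%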;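 note: median channel GFP fluorescence of the barcoded RPL19A-GFP strain; ratio of sample median GFP to plate DMSO average so 100% = DMSO; lower means less RPL19A-GFP as with rapamycin TOR inhibition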
AHR activator – activates the human aryl hydrocarbon receptor | P35869 | activation, % at 5 µM | 320,000 tested, 2.5% active | AID 2796 | AHR-responsive luciferase reporter cells, luminescence; in the data active = activation above about 47%;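 note: 0% = vehicle wells and 100% = reference agonist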
LAP4-GFP MLPCN – modulators of TOR pathway LAP4-GFP in S. cerevisiae; S. cerevisiae LAP4-GFP multiplex, flow cytometry GFP, 3 h; median GFP as percent of DMSO wells; GFP response vs DMSO, % at 10 µM; 320,000 tested, 0.34% active; AID 2023;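 active = GFP response vs DMSO above a set limit, about the screen mean plus 3 SD, cut at about 150% in these data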
procasp7 counter – activates human procaspase-7, counter-screen for procaspase-3 activators; activation, % at 8.5 µM; P55210; 330,000 tested, 0.093% active; recombinant procaspase-7, Ac-DEVD-pNA absorbance 405 nm; D23A/D198A/D206A triple mutant, cannot self-cleave; scale: DMSO 0, 5 µM enzyme 100;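 active = percent activation above the screen-wide mean plus 3 SD, cut at about 25% in these data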
Target sequence (P55210 whole entry D23A/D198A/D206A): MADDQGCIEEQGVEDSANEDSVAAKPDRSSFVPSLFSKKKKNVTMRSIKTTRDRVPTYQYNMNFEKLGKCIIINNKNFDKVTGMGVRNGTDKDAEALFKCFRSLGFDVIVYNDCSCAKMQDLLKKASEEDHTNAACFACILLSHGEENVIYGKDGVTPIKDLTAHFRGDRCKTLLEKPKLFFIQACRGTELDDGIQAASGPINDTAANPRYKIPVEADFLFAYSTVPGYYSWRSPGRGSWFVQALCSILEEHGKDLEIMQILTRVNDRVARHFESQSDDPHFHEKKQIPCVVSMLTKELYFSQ
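Detection: p-Nitroaniline absorbance at 405 nm, read at 0 and 120 min; system: Uncleavable procaspase-7 mutant enzyme; evaluation: % activation from two-timepoint absorbance difference, scaled to controls; times: 1 h enzyme–compound preincubation and 2 h substrate reaction, both 25 °C; buffer or medium: Zinc-free HEPES pH 7.4 with 300 mM NaCl, 0.01% Triton X-100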
MEP2 TOR yeast – modulators of TOR pathway MEP2-GFP in S. cerevisiae. S. cerevisiae MEP2-GFP strain, flow cytometry GFP, 3 h; 100% = DMSO control level. GFP response vs DMSO, % at 10 µM. 330,000 tested, 0.51% active;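 active = GFP response versus DMSO above a set limit, roughly screen mean plus 3 SD, cut at about 180% in these data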;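 note: median GFP fluorescence of the barcode-gated MEP2-GFP cells per well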
JMJD2C inh – blocks human GASC-1 demethylase activity | Q9H3R0 | GST-JMJD2C(1-420) H3K9me3 demethylation, DELFIA europium | inhibition, % at 2.35 µM | 330,000 tested, 0.069% active;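 active = more than half of a compound's replicate wells show inhibition beyond 50%, single wells judged on their own value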;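 note: signal counts dimethyl H3K9 product captured on neutravidin plate; 0% = median of DMSO wells and 100% = 0.3 times that DMSO median; strong numbers were not always called active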
Target sequence (Q9H3R0 1-420 limits assumed): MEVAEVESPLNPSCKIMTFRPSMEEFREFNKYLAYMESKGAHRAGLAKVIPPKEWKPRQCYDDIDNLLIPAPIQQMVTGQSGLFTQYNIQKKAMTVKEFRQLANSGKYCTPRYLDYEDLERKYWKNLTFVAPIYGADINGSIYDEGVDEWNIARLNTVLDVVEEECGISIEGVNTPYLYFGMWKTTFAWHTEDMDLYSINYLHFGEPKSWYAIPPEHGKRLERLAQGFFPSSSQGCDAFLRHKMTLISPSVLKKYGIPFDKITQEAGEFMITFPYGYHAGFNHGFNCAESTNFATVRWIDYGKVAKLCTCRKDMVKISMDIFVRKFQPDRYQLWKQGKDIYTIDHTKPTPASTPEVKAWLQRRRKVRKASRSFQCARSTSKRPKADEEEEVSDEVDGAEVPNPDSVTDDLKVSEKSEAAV
* hit, by the source's call; . = not tested or not shown; & = joins results of further samples; [ ] = another dose, or the depositor's remark.

Fields – LAP4-GFP MLPCN	MEP2 TOR yeast	CR mimetic SO	AHR activator	procasp3 activ	RPL19A TOR yeast	JMJD2C inh	procasp7 counter
> COc1cc(CNCCCN2CCOCC2)cc(Br)c1OCC(=O)N1CCCCC1
 : 99	103	92	0	3	97	8	8
> Cc1ccc(COC(=O)CCCN=C2NS(=O)(=O)c3ccccc32)cc1
 : 103	96	101	3	3	95	18	2
> COc1ccc(CNC(=O)CN(Cc2ccco2)C(=O)CCC(=O)Nc2ccccn2)cc1
 : 94	95	113	0	3	91	-13	-6
> COc1ccccc1C(=O)NCC(=O)N/N=C/c1ccc2c(c1)OCO2
 : 99	103	101	-3	4	101	-1	1
> C/C(=N\NS(=O)(=O)c1ccc(C)cc1)c1ccc(C)o1
 : 98	98	112	-2	4	95	4	8
> COc1ccccc1NC(=O)C(=O)NCCCN1CCCC1=O
 : 101	103	97	18	2	98	-6	7
> COc1ccc(C2C=C(C34CC5CC(CC(C5)C3)C4)NC(=S)N2)cc1 (stereo unspecified)
 : 97	102	88	0	-4	104	1	-8
> CCCc1nnc(NC(=O)CCS(=O)(=O)c2ccccc2)s1
 : 85	98	98	14	13	100	-11	8
> O=C(CSCc1ccc([N+](=O)[O-])cc1)NC1CC1
 : 121	114	83	-2	-3	92	-4	12
> Cn1ncc2nc[nH]c(=O)c21
 : 101	101	97	2	5	102	-3	0
> CCc1cccc(CC)c1NC(=O)COC(=O)Cc1ccsc1
 : 86	101	99	1	1	102	3	-3
> O=[N+]([O-])c1ccc(N/N=C2\CC3CC=CC23)cc1 (stereo unspecified)
 : 92	99	101	6	1	111	4	-5
> CSc1ccccc1OCc1cc(C(=O)NCCC2=CCCCC2)no1
 : 78	94	104	3	9	102	4	3
> O=C(NCCO)c1nc(C(=O)c2ccccc2)c2ccccc2n1
 : 98	102	94	7	-3	98	1	-4
> CCCC1(C(=O)OC)NC(c2ccco2)C2C(=O)N(c3ccc(C)cc3)C(=O)C21 (stereo unspecified)
 : 91[may fluoresce violet]	333*[may fluoresce violet]	91	0	0	37*[may fluoresce violet]	2	3
> CC(=C\c1ccccc1)/C=C1/SC(=S)N(CCC(=O)O)C1=O
 : 99	102	107	0	-16	103	-8	1
> C=CCNC(=O)C1CCC(C(=O)NCC=C)CC1 (stereo unspecified)
 : 101	95	102	1	-7	95	5	1
> COc1cc(C#N)ccc1OCC(=O)NCCC1=CCCCC1
 : 97	93	81	5	4	98	.	5
> O=C(c1cc2nc(-c3ccco3)cc(C(F)(F)F)n2n1)N1CCN(Cc2ccccc2)CC1
 : 102	98	85	-1	7	96	2	-9
> COC(=O)C1=C(O)/C(=C\c2cc(C)n(-c3ccccc3C)c2C)N=C1C
 : 95	98	91	7	-1	97	-1	-3
> COc1ccc(C(C)(C)C)cc1NC(=O)C1CCCO1 (stereo unspecified)
 : 90	99	96	1	4	105	-19	3
> Cc1nn(CC(=O)NCCN2CCCCCC2)c(=O)c2nn(-c3ccccc3)c(C)c12
 : 102	105	114	0	4	107	-14	0
> COc1ccc(NC(=O)COC(=O)c2cnccn2)cc1Cl
 : 109	102	106	0	0	106	-48	2
> CCCCN(C)C(=O)C1CCC(=O)N(c2cc(OC)c(OC)c(OC)c2)C1c1ccc(OC)cc1 (stereo unspecified)
 : 100	101	97	2	-6	96	4&-8	-3
> Cc1ccc(S(=O)(=O)NCC(C)n2nc(C)cc2C)cc1 (stereo unspecified)
 : 77	89	92	2	11	88	5	4
> CN(C)S(=O)(=O)c1ccc(N=Cc2c(C(F)(F)F)[nH][nH]c2=O)cc1
 : 87	105	111	1	7	101	-3	3
> CSCCC(NC(=O)c1ccccc1Br)C(=O)N1CCC(C)CC1 (stereo unspecified)
 : 94	93	104	0	2	95	-4	-1
> O=C(CN1CCCC1)Nc1ccc(Cl)cc1C(F)(F)F
 : 97	87	89	-1	9	84	-2	0
> CC1=C(C(=O)OC(C)(C)C)C(c2cccc3ccccc23)NC(=O)N1 (stereo unspecified)
 : 88	112	110	2	-13	103	-3	-6
> CCC(CO)N=CC1=C(O)C(C(=O)c2ccccc2)CCC1=O (stereo unspecified)
 : 95	100	94	-1	-2	100	7	1
> CCCCn1c(CNC(=O)C23CC4CC(CC(C4)C2)C3)nnc1SC(C)CC (stereo unspecified)
 : 95	102	109	2	1	102	0	3
> O=C(NCCSCc1c(F)cccc1Cl)c1ccco1
 : 113	102	93	-2	1	103	1	3
> CC(c1nnc(SCC(=O)Nc2cccnc2Cl)n1-c1ccccc1)N(C)C (stereo unspecified)
 : 84	100	82	4	3	104	-1	-7
> COc1cc2ccc(=O)oc2c(O)c1OCC=C(C)C
 : 82	94	95	20	-28	117	-4	-52
> O=c1oc2ccccc2n1Cc1cccc(Cl)c1
 : 108	98	79	-3	2	95	5	3
> CNCC(O)CN1CCN(c2ccccc2OC)CC1 (stereo unspecified)
 : 106	96	96	1	-9	98	8	7
> CCCCNC(=O)C1(NC(=O)Nc2ccccc2)CCCCC1
 : 94	102	93	1	4	102	-13	0
> CC(=O)NNc1ncnc2c1cnn2-c1ccc(C)c(Cl)c1
 : 102	101	114	6	8	98	-12	1
> COc1ccc(-c2noc3c2-c2nc(-c4ccc(Br)cc4)sc2CC3)cc1
 : .	.	.	5	7	.	6	4
> CCOc1cccc(-c2cc(C(=O)N/N=C/c3ccc(OC)c(CN4CCOCC4)c3)c3ccccc3n2)c1
 : 99	106	85	23	-2	105	-6	14
> CCOc1ccc(N/C=C/C(=O)c2cc(OC)c(OC)c(OC)c2)cc1
 : 85	95	103	-2	1	105	3	4
> O=C(N/N=C/C(c1ccccc1)c1ccccc1)c1ccccc1F
 : 96	100	92	1	1	100	0	-2
> CC(=O)c1ccc(OCC(O)CN2CCN(c3ccc(F)cc3)CC2)cc1 (stereo unspecified)
 : 95	97	97	1	1	102	-7	9
> Cc1ccc(-n2nc(N)c3c(=O)oc(N(C)C)nc32)cc1
 : 90	101	93	7	9	100	7	4
> CC(C)CN1CCNC(=O)C1CC(=O)NCc1cnn(-c2cccc(F)c2)c1 (stereo unspecified)
 : 105	110	96	0	-5	108	-2	7
> CCn1c(CNC(=O)c2ccc(OC)c(OC)c2)nnc1SCC(=O)Nc1ccc(OC)cc1
 : 88	98	100	1	1	96	7	-1
> Cc1cccc(C)c1NC(=O)c1cn(-c2ccccc2)nc1-c1ccccc1
 : 101	98	99	5	0	98	-3	0
> CCCn1c(CN2CCN(C(C)=O)CC2)nc2cc(S(=O)(=O)N(C)C)ccc21
 : 91	97	110	1	-4	99	2	1
> Cc1nc(-c2ccc(S(=O)(=O)Nc3cccc(Cl)c3)cc2)co1
 : 96	108	99	0	9	102	18	-2
> CC(=O)Nc1nc(CC(=O)c2ccccc2)cs1
 : 99	103	92	58*	6	97	3	0

The results go on:
Fields – LAP4-GFP MLPCN	MEP2 TOR yeast	CR mimetic SO	AHR activator	procasp3 activ	RPL19A TOR yeast	JMJD2C inh	procasp7 counter
> Cc1ccc(S(=O)(=O)N2CCC(C(=O)NNC(=O)c3ccccc3O)CC2)cc1C
 : 105	102	99	10	7	99	13	1
> Cc1noc(C)c1NC(=O)N(C)C[C@H]1Oc2ccc(NC(=O)NC(C)C)cc2C(=O)N([C@H](C)CO)C[C@@H]1C
 : 90	97	79	-1	5	98	0	-2
> O=[N+]([O-])c1ccc(/C=N/Nc2nc(N3CCCCC3)nc(N3CCCCC3)n2)cc1
 : 147	99	108	2	5	95	-361	2
> COc1cccc(C(=O)C(C#N)=C(SC)SC)c1
 : 171*	93	90	19	4	95	-1	0
> O=C(NC1CCCC1)C(c1ccc(F)cc1)N(C(=O)c1csnn1)c1ccccc1 (stereo unspecified)
 : 99	102	109	-2	5	98	-3	9
> CN(CC(=O)Nc1ccccc1Cl)C(=O)COC(=O)CNC(=O)c1ccc(Br)o1
 : 85	94	97	-1	-1	100	-3	11
> CCCCC1(c2ccc(F)cc2)NC(=O)N(CC(=O)N2CCN(C(=O)c3ccco3)CC2)C1=O (stereo unspecified)
 : 112	98	94	-2	5	99	11	12
> Cc1c(C(c2cccc(Br)c2)c2c(C)n(C)n(-c3ccccc3)c2=O)c(=O)n(-c2ccccc2)n1C
 : 90	107	97	-1	-5	103	-4	-1
> CCOC(=O)C1CCN(C(=O)COC(=O)c2cccc(F)c2)CC1
 : 103	113	96	-2	-3	111	-1	13
> O=C(c1ccccc1F)N1CCN(C2CCC(c3ccccc3)CC2)CC1 (stereo unspecified)
 : 93	88	108	4	4	92	14	0
> COc1ccc(N(C)C(=O)c2cc3c(s2)-c2ccccc2OC3)c(OC)c1
 : 105	103	91	1	4	102	-3	-2
> COc1cccc(C2CC(c3cccc(C)c3)n3ncnc3N2)c1 (stereo unspecified)
 : 100	104	94	0	2	99	-4	13
> N/C(=N\OC(=O)c1ccccc1Cl)c1cccc([N+](=O)[O-])c1
 : 103	111	98	17	-2	98	-5	0
> COC(=O)c1cc(CNC(=O)c2ccc(O)c(Cl)c2)ccc1OC
 : 84	100	86	-1	0	98	8	4
> O=S(=O)(/C=C/c1ccccc1)Nc1cccc(S(=O)(=O)NC2=NCCC2)c1
 : 102	103	98	0	-6	97	-24	5
> O=C(c1ccc(F)cc1F)N1CCN(S(=O)(=O)c2ccc3c(c2)OCCO3)CC1
 : 102	96	101	2	5	101	0	9
> CCOc1ccccc1N(CC(=O)NC1CCCCC1)C(=O)CCCC(=O)Nc1ccccn1
 : 105	103	104	2	0	105	6	-2
> COc1cccc([C@@H]2Oc3ccc(OC)cc3C(=O)[C@H]2OC(=O)N[C@H](C)C2CCCCC2)c1
 : .	.	.	2	-3	.	10	-14
> Cc1cc(C)c(OCC(=O)OCC(=O)N2CCCc3ccccc32)c(C)c1
 : 105	110	94	-1	0	96	-1	2
> CCOc1cc(C(=S)N2CCCC2)ccc1OC(=O)Cc1ccc(F)cc1
 : 98	103	92	1	7	101	3	2

A few values from the list:
Under RPL19A TOR yeast, CCOc1cc(C(=S)N2CCCC2)ccc1OC(=O)Cc1ccc(F)cc1 is entered as 101
Under RPL19A TOR yeast, Cc1cc(C)c(OCC(=O)OCC(=O)N2CCCc3ccccc32)c(C)c1 is entered as 96

The listing continues:
Fields – LAP4-GFP MLPCN	MEP2 TOR yeast	CR mimetic SO	AHR activator	procasp3 activ	RPL19A TOR yeast	JMJD2C inh	procasp7 counter
> COc1nc(NC2CCCCC2)nc(N2CCCCCC2)n1
 : 106	111	94	16	5	111	-6	1
> O=c1[nH]nc(SCc2cc(Cl)ccc2Cl)c(=O)[nH]1
 : 102	109	91	-1	-1	100	0	3
> COc1ccccc1NC(=O)CN1CCN(c2ccccn2)CC1
 : 102	104	136	-1	-2	101	39	-5
> CC(OC(=O)CN1C(=O)NC2(CCCC2)C1=O)c1ccc(F)cc1 (stereo unspecified)
 : 95	97	130	0	3	98	4	-4
> CCC(=O)N1CCN(c2cc(N3CCN(C)CC3)c(F)cc2[N+](=O)[O-])CC1
 : 99	110	104	8	3	108	-3	-3
> O=C(/C=C/c1ccccc1)NCCSCc1ccc(Cl)cc1
 : .	.	.	7	7	.	0	3
> Cc1cc(C)c(S(=O)(=O)/N=C2\C=C(NS(=O)(=O)c3ccccc3)C(=O)c3ccccc32)c(C)c1
 : 91	102	93	20	5	102	1	2
> O=C(Nc1nc2c(F)cc(F)cc2s1)c1ccc([N+](=O)[O-])o1
 : 105	94	101	1	3	101	-3	-14
> Cc1ccc(C)c(SCC(=O)OCC(=O)Nc2ccc(S(=O)(=O)N3CCOCC3)cc2)c1
 : 104	106	102	1	6	100	1	7

Screening results: PubChem, several laboratories
